12-LOX inh = inhibitors of human 12S-lipoxygenase ALOX12; P18054; purified 12hLO, xylenol orange hydroperoxide absorbance; Potency, µM (doses to about 108 µM), for the others: at the highest dose activity change, negative = inhibition, most hits filed as inhibitors; hit rate 1.1% among 580,000; AID 1671190; active = well fitted inhibition curve with a large enough effect; inconclusive = small, poorly fitted or top-dose-only effect, or another doubt; inactive = no such curve, though single readings can be large or run the other way
Target sequence (P18054 whole entry, looked up): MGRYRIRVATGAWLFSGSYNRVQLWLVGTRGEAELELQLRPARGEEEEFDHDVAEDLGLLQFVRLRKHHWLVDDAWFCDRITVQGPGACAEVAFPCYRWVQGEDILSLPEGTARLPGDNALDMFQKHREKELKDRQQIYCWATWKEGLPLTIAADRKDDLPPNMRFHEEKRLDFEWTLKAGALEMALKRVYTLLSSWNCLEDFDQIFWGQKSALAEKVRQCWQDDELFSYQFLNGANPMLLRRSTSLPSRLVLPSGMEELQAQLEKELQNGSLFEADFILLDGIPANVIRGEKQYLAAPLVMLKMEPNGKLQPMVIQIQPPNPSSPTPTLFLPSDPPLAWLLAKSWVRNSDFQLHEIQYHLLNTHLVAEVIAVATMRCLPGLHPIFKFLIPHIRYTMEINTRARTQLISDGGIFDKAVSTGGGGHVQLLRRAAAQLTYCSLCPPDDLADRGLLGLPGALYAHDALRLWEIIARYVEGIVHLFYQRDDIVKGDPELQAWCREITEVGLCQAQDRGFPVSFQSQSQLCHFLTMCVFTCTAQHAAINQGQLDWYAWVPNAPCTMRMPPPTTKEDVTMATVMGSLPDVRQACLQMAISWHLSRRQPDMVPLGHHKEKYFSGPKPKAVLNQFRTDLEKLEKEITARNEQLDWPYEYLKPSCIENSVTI
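Purified human 12hLO (150 nM final) in 25 mM Hepes, 0.01% Triton X-100, pH 7.0 was preincubated 15 min at room temperature with compound. Then 40 uM arachidonic acid was added, 30 min. Hydroperoxide was read by Fe-XO absorbance ratio 573/405 nm.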
The depositor's hits bear a star; ? = inconclusive; [ ] = remark or other dose. % is scaled to controls: 0 for no effect and ±100 for the full control effect; potency is read from the fitted curve at half-maximal effect. An excerpt; count on the stated rates, not on these rows.

Molecule,12-LOX inh
O=C(/C(Cl)=C/N1CCN(C(c2ccccc2)c2ccccc2)CC1)C(F)(F)F,63%
CCS(=O)(=O)N1C[C@@H]2CN(Cc3ncc[nH]3)C[C@]2(C(=O)O)C1,100%[activator]
O=C1CCN(C(=O)C2CCN(C(=O)Cc3cccc(F)c3)CC2)CCCCCCN1,53%[activator]
COc1ccc(S(=O)(=O)Oc2ccc3c(c2)O/C(=C\c2ccc(C(C)(C)C)cc2)C3=O)cc1,-29%
CCN(CC(=O)NC(=O)NCC(C)C)C1CC1,19%
COc1ccc(CN2C(=O)CSCC2(C)C(=O)NCc2ccccc2)cc1 (stereo unspecified),?
Cc1ccc(NC(=O)CCc2c(C)c3ccc(C)cc3oc2=O)c(F)c1,-7%
COc1ccccc1CN1CC[C@H](CNC(C)=O)[C@H](N(C)C)C1,77%[activator]
CC(=O)Nc1ccc(CN2CCC3(Cc4ccccc4CNC3=O)C2)cc1 (stereo unspecified),7%[6.33 µM]
COc1ccc(-c2cc3nc4c(c(=O)n3[nH]2)CN(C(=O)CCCc2c[nH]c3ccccc23)CC4)cc1,-30%
CNC(=O)C1(N2CCC[C@H]2C(=O)N2CCOCC2)CCCCC1,7%[176 µM]
O=C(CN1CCN(C(=O)c2ccc3ccccc3n2)CC1)NC1CC1,0%
Cc1ccc(S(=O)(=O)Cc2noc([C@@H]3C[C@@H](O)CN3Cc3cccnc3)n2)cc1,9%[176 µM]
O=C(CCc1conc1-c1cccc(F)c1)NC1CCCCC1,12%
CCOC(=O)CNc1nc(-c2ccccc2)c2cc(C)ccc2n1,18%
Cc1ccc(-c2csc(N)c2C#N)c(C)c1,22µM*
Cc1c(O)ccc2c(CN3CCN(CCc4ccncc4)CC3)cc(=O)oc12,13%
CC(=O)c1ccc(NC(=O)c2ccccc2SC(C)C)cc1,-11%
Oc1ccc(-c2nc(C3CC3)nc3c2CCN(Cc2cccc4ccccc24)CC3)cc1,?
Cc1ccc2c(CSc3nnc(NC4CCCCC4)s3)cc(=O)oc2c1,?
CC(=O)OCC(=O)[C@@]1(O)[C@H](OC(C)=O)C[C@H]2[C@@H]3CCC4=CC(=O)C=C[C@]4(C)[C@@]3(F)[C@@H](O)C[C@@]21C,-5%[22.9 µM]
CCCCS(=O)(=O)N1C[C@@H](C(N)=O)[C@H](c2n[nH]c(C)n2)C1,10%
CCC(C)Cc1c(C)sc2nc(CNc3ccc(OC)cc3)[nH]c(=O)c12 (stereo unspecified),2%
COc1ccc(CCC(=O)N2CCC([C@@H]3CNC[C@H]3CO)CC2)cc1,?
CN(C)C[C@@H]1CN(S(C)(=O)=O)C[C@H]1NC(=O)c1ccncc1,33%[activator]
O=C(Nc1cc(Br)ccc1I)C1CC2CCC1C2 (stereo unspecified),?
COc1cccc(NC(=O)CCC2CCN(C(=O)CN3C(=O)CNC3=O)CC2)c1,50%[activator]
COc1ncccc1-c1cnc2[nH]cc(CC(=O)Nc3nc(C)cs3)c2c1,39%[176 µM]
N#Cc1cc(Oc2ccc(Br)cc2)c(Oc2ccc(Br)cc2)cc1C#N,5%
CSc1nc(N2CCCC2)c2c3c(sc2n1)COC(C)(C)C3,-9%
COc1cc(OC)cc(C(=O)N2CCC3(CC2)NC(=O)N(c2cccc(Cl)c2)N3)c1,1.3µM*
COc1ccc(Nc2cc(C)nc3nc(-c4ccc(Cl)cc4)nn23)c(OC)c1,?
O=C(Nc1ccccc1C(F)(F)F)C12CC3CC(CC(Cl)(C3)C1)C2,-21%
COc1ccc(C(=O)OCC(=O)c2ccc3c(c2)OCCO3)cc1,-15%
Cc1ccc(NC2=N[C@H]3[C@@H](O)[C@H](O)C[C@H](C(=O)N(C)Cc4ccccc4)[C@H]3S2)cc1,21%[176 µM]
Clc1ccc(-c2noc(CCc3nc4ccccc4[nH]3)n2)cc1,15%
O=C(c1ccccn1)N1C[C@@H]2OCC(=O)N(CC3CCCCC3)[C@@H]2C1,22%[176 µM]
O=C(CCc1ccc(F)cc1)N1CCC(c2nc3ccccc3s2)CC1,1%
CCc1cccc(-n2nnnc2N2CCN(C(=O)Nc3ccc(C)c(Cl)c3)CC2)c1,?
O=C(Nc1ccc(Oc2ccccc2)cc1)O[C@@H]1CO[C@H]2[C@@H]1OC[C@@H]2NCC1CCCCC1,11%
O=C(CC[C@@H]1CNC(=O)[C@@H]2C[C@H](NC(=O)Nc3cccc(Cl)c3)CN12)NCc1cccs1,?
CCN(C)C1CN(Cc2cn(Cc3ccc(C(F)(F)F)cc3)nn2)S(=O)(=O)C1 (stereo unspecified),1%
O=C(CCc1ncc(-c2ccc(F)cc2)o1)Nc1ccncc1,?
Cc1cc(NC(=O)COC(=O)c2cc3c(F)cccc3s2)no1,2%
COC1C(=O)N(CC2CC2)C12CCN(C(=O)Cc1c[nH]c3ccccc13)CC2 (stereo unspecified),6%
CCOC(=O)C1CCCCN1C(=O)c1cnn(-c2nccc(-c3cc(C)sc3C)n2)c1C1CC1 (stereo unspecified),5%
CCc1ccc(NC(=O)Nc2ccc3sc(NC(C)=O)nc3c2)cc1,7.1µM*
CC(C)c1ccccc1NC(=O)c1ccc2ccccc2n1,?
Cc1ccoc1C(=O)N1CCCn2ccnc2C1c1cnn(C)c1 (stereo unspecified),35%[activator]
C[C@@H](CN1CC(=O)NC(=O)C1)N1CC(=O)NC(=O)C1,-9%[57.4 µM]
O=[N+]([O-])c1ccc2nonc2c1Nc1cc(Cl)ccc1Cl,?
CCCCN(Cc1ccsc1)C(=O)c1cnc(Nc2ccccc2)nc1,9%
COc1ccc(-c2nocc2CCC(=O)O)cc1,-6%
COc1ccc(/C=C(\C#N)C(=O)NC2CC2)cc1,4%
Cc1n[nH]c(C)c1CCCn1ccnc1-c1cnc[nH]1,128%[activator]
COc1ccc(N2CCN(C(=O)CN3C(=O)NC4(CCCCC4)C3=O)CC2)cc1,7%
COc1ccc(S(=O)(=O)N2CCc3nc4cc(-c5ccccc5)[nH]n4c(=O)c3C2)cc1,20%
CS(=O)(=O)N1CCC(OC2CCN(C(=O)C3(c4ccccc4)CC3)CC2)CC1,14%
O=C(OCc1nnnn1-c1ccccc1)C1(c2cccc(F)c2)CCCC1,-33%
O=C(Nc1ccc(C23CC4CC(CC(C4)C2)C3)cc1)c1ccc2ncsc2c1,3%

Single values from the entries so far:
`COc1ccc(S(=O)(=O)N2CCc3nc4cc(-c5ccccc5)[nH]n4c(=O)c3C2)cc1` – 12-LOX inh = 20%
`O=C(OCc1nnnn1-c1ccccc1)C1(c2cccc(F)c2)CCCC1` – 12-LOX inh = -33%
`COc1ccc(N2CCN(C(=O)CN3C(=O)NC4(CCCCC4)C3=O)CC2)cc1` – 12-LOX inh = 7%
`Cc1n[nH]c(C)c1CCCn1ccnc1-c1cnc[nH]1` – 12-LOX inh = 128%[activator]
`Cc1ccoc1C(=O)N1CCCn2ccnc2C1c1cnn(C)c1` (stereo unspecified) – 12-LOX inh = 35%[activator]
`CS(=O)(=O)N1CCC(OC2CCN(C(=O)C3(c4ccccc4)CC3)CC2)CC1` – 12-LOX inh = 14%

Going on with the list:
Compound | 12-LOX inh
CN(Cc1ccccc1)Cc1cn([C@H]2CO[C@H]3[C@@H]2OC[C@@H]3NC(=O)COc2ccccc2)nn1 | -24%
Cc1nnc(Cn2c(=O)c(C#N)cn(C3CC3)c2=O)o1 | 89%[activator]
O=C(Nc1cccc(F)c1)N1CC[C@@]2(CCCN(C(=O)c3ccncc3)C2)C1 | 3%[57.4 µM]
CC(NC(=O)CSc1cc(C(=O)NC2CC2)c2ccccc2n1)C1CC1 (stereo unspecified) | ?
COc1ccc(/C=C/C(=O)OCCN(C)C(C)(C)C)cc1 | 2%
CC(C)NC(=O)N1CCOC2(CCN(C(=O)Cc3ccc(O)cc3)CC2)C1 | 10%[6.33 µM]
Cn1c(=O)c2c(ncn2CC(=O)N2CCC(CCOc3ccc(F)cc3)C2)n(C)c1=O (stereo unspecified) | 44%[activator]
COC(=O)C1=C(C)N(C)C(=NCc2ccc3c(c2)OCO3)NC1c1ccccc1 (stereo unspecified) | -11%
O=C(c1ccncc1)N1CCC[C@@]2(CCN(c3ccncc3)C2)C1 | -5%[57.4 µM]
Cc1ccccc1Nc1nc(C(=O)N2CCCC2)cs1 | 7%
Cc1ccc(Cn2c(CCCOc3ccc(Cl)cc3Cl)n[nH]c2=S)cc1 | 16µM*
Brc1ccccc1-c1nnc(CN2CCCCC2)o1 | 1%
O=C(c1ccncc1)N1N=C(C(F)(F)F)CC1(O)C(F)(F)F (stereo unspecified) | 26%
CCOc1cc(=O)n2c(c1C(=O)N1CCCc3ccccc31)CCCC2 | 20%
O=C(c1cc2c(s1)CCC(C(=O)N1CCN(c3ccccc3)CC1)C2)N1CCOCC1 (stereo unspecified) | -15%

3 structures already listed, sorted by number of heavy atoms, lowest first.
Compound | 12-LOX inh
COc1ccc(-c2nocc2CCC(=O)O)cc1 | -6%
CCOC(=O)CNc1nc(-c2ccccc2)c2cc(C)ccc2n1 | 18%
CCc1ccc(NC(=O)Nc2ccc3sc(NC(C)=O)nc3c2)cc1 | 7.1µM*

(cont.)
Compound | 12-LOX inh
CCOCCn1c(=O)n(Cc2c(C)noc2C)c2cc(C(=O)O)cnc21 | 67%[activator]
O=C(NCc1nnc2n1C(C(=O)NCCc1ccc(Cl)cc1)CC2)Nc1cccnc1 (stereo unspecified) | -2%[6.33 µM]
Cc1ccc(CC(=O)NC2CCN(c3cc(-c4ccc(F)cc4)[nH]n3)C2)cc1 (stereo unspecified) | 26%
Cn1c(=O)[nH]c(=O)c2c1nc(N1CCN(CC(N)=O)CC1)n2Cc1ccc(Cl)c(Cl)c1 | -16%
O=C(O)CCCNS(=O)(=O)c1ccc(I)cc1 | -1%
Cc1nn(-c2ccccc2)c(C)c1CN(C)C(=O)CNC(=O)c1ccc(Oc2ccccc2)cc1 | 0%
COc1cccc(OCCn2c(CN3CCCCC3)nc3ccccc32)c1 | ?
O=C1[C@H]2CN(Cc3cc(F)c(F)cc3F)C[C@H]2C(=O)N1Cc1ccc2c(c1)OCO2 | ?
O=C(c1n[nH]c2ccccc12)N1CCC(OCCOc2ccc(F)cc2)CC1 | 15%
COC(=O)c1sc2cccc(F)c2c1S(=O)(=O)N1CCN(c2cc(C)ccc2C)CC1 | ?
CN1CCCCCCN(S(=O)(=O)c2cccc(F)c2)[C@H]2CCC[C@H]2C1=O | -9%
O=C1CC(O)C(Cc2ccccc2)N1 (stereo unspecified) | 0%
CC(C)(C)SCC(=O)N1CCCC(O)C1 (stereo unspecified) | 6%
O=C(CN1C(=O)NC(c2ccccc2Cl)C2=C1COC2=O)Nc1cc(F)ccc1Cl (stereo unspecified) | 40%[activator]
CC1CCCN1Cc1c(C(=O)N2CCCCCCC2)nc2sccn12 (stereo unspecified) | ?
CCOC(=O)O[C@H](C)OC(=O)C1N2C(=O)[C@H](NC(=O)[C@H](N)c3ccccc3)C2SC1(C)C (stereo partly specified) | 0%
COc1ccc(C[N+]2=C(N)NC3=C4CCCCC4n4c(=O)n(-c5ccccc5)c(=O)n4C3C2)c(OC)c1 (stereo unspecified) | ?
COc1ccc(CNC(=O)C[C@@H]2C[C@@H](C(C)C)[C@H](CNC(=O)c3cccnc3)C=C2C)cc1 | 4%
COCCOCC(=O)N1Cc2ccccc2OC2(CCN(C(C)C)CC2)C1 | 25%
O=C1Nc2ccc(-c3cccc(C(F)(F)F)c3)cc2C(=O)N2CCN(C(=O)c3cccs3)C[C@H]12 | 0%
COc1ccc(CNC(=O)Cn2nc3n(c2=O)CCCCC3)cc1OC | 50%[activator]
Cc1[nH]c2ccccc2c1C(=O)C(C)OC(=O)c1ccc(F)cc1Cl (stereo unspecified) | 3%
COC(=O)c1ccc(COC(=O)CC23CC4CC(CC(Br)(C4)C2)C3)o1 | ?
Cc1cccc(C(=O)NCc2ccco2)c1C | 12%
CS(=O)(=O)N(C1CC1)C1CCOC2(CCN(C(=O)c3ccccc3F)CC2)C1 (stereo unspecified) | 22%
Cc1ccc2c(CN(C)CCOc3ccccc3)cc(=O)oc2c1 | ?
O=C(CCC1CCN(S(=O)(=O)c2ccccc2)CC1)NCc1ccc(F)cc1 | 5%
Cc1cc(NC(=O)c2ccc(NC(=O)C3=CSCCO3)cc2)ccc1Br | ?
CCOC(=O)C1=C(Nc2ccccc2)O/C(=C\c2cc(F)ccc2F)C1=O | -9%
COC(=O)CNC(=O)C1(c2ccccc2)CCC1 | 14%

Brought forward from above: 6 entries, followed by the next part.
Compound | 12-LOX inh
CS(=O)(=O)N(C1CC1)C1CCOC2(CCN(C(=O)c3ccccc3F)CC2)C1 (stereo unspecified) | 22%
Cc1ccc2c(CN(C)CCOc3ccccc3)cc(=O)oc2c1 | ?
O=C(CCC1CCN(S(=O)(=O)c2ccccc2)CC1)NCc1ccc(F)cc1 | 5%
Cc1cc(NC(=O)c2ccc(NC(=O)C3=CSCCO3)cc2)ccc1Br | ?
CCOC(=O)C1=C(Nc2ccccc2)O/C(=C\c2cc(F)ccc2F)C1=O | -9%
COC(=O)CNC(=O)C1(c2ccccc2)CCC1 | 14%
O=C(NCC#Cc1ccccc1)c1ccc2nccnc2c1 | -4%
CC(=O)N[C@H]1CCN(CCC(=O)Nc2ccc(F)c(Cl)c2)C1 | 6%
CCC(C)C(=O)OC(C(=O)NC(N)=O)C(C)C (stereo unspecified) | 0%
N#Cc1cccc(CN2Cc3[nH]cnc3C[C@H]2c2nc(-c3cccc([N+](=O)[O-])c3)no2)c1 | 39%[activator][176 µM]
O=C(/C=C/c1ccco1)NC1CCC(c2ccccc2)CC1 (stereo unspecified) | 7.9µM*
O=C(NCCc1ccc(Cl)cc1)c1ccc2c(Cl)c3c(nc2c1)CCCC3 | -20%
Cn1ccnc1C(=O)N1C[C@@H](COCC2CC2)[C@H](c2ccccn2)C1 | 17%
COCCN1CCN(S(=O)(=O)c2cccc3cc(C)cnc23)CC1 | 46%[activator]
O=C(N[C@H]1CCN2C(=O)c3ccccc3NC(=O)[C@H]12)C1CCCC1 | 21%[176 µM]

Screening data: PubChem, National Center for Advancing Translational Sciences (NCATS)
